Screening data: PubChem BioAssay, several laboratories
FXN GAA850 act: FXN promoter activators, primary screen, cell-based, luciferase luminescence, HEK293 lucGAA850 | HEK293 lucGAA850 FXN promoter luciferase reporter, 24 h; percent of 10 µM SAHA response | activation, % at 6 µM | hit rate 0.56% among 360,000 | AID 540364, 2011;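 active means activation above the average of all compounds screened plus 3 SD, cutoff fixed separately per campaign, cut at about 7.5% in these data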;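 further: 0% = DMSO wells and 100% = 10 µM SAHA wells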
PLCb3 inh: human PLC-beta3 inhibitors, primary screen, biochemical, fluorescence; 1-phosphatidylinositol 4,5-bisphosphate phosphodiesterase beta-3 (Homo sapiens), Q01970; inhibition, % at 12.2 µM; Purified PLC-beta3, fluorogenic substrate; hit rate 0.18% among 370,000; AID 720704, 2013; in the data active means inhibition above about 11%;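 further: 0% = median of compound wells on plate and 100% = full blocker control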
hgDAF-12 ag: H. glycines DAF-12 receptor agonists, primary screen, cell-based, luminescence, HEK293, GAL4 fusion, UAS-luciferase; HEK293 GAL4-hgDAF12 UAS-luciferase reporter, agonist luminescence; normalized to butyrate control; activation, % at 6.8 µM; hit rate 1.8% among 370,000; AID 687014, 2013;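 active means activation above a cutoff set at the mean of all screened compounds plus 3 SD, cut at about 10% in these data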;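 further: 0% = DMSO wells and 100% = sodium butyrate wells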
hcDAF12 agonist: H. contortus DAF-12 nuclear receptor activators, primary screen, cell-based, luminescence, HEK293, lit1-tk-luc reporter; HEK293 hcDAF-12 lit1-tk-luc reporter; 0% DMSO, 100% Δ7-dafachronic acid; activation, % at 6.8 µM; hit rate 1.4% among 370,000;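 active means activation above the mean of all tested compounds plus 3 SD, cut at about 5.5% in these data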;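 further: 100% = response to 3 µM Δ7-dafachronic acid high control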
DAX1 inh-1: DAX1 (NR0B1) inhibitors on StAR promoter, primary screen, cell-based, luminescence, SF-1 (NR5A1), full-length DAX-1; inhibition, % at 6.8 µM; hit rate 1.1% among 370,000; AID 652010, 2013; HEK293T StAR-luciferase reporter, SF-1/DAX-1 repression relief;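 active means inhibition above the mean over all tested compounds plus 3 SD, cut at about 3.6% in these data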;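 further: 0% = DAX-1 cells with DMSO and 100% = cells lacking DAX-1 with DMSO; higher inhibition means more luminescence from relief of DAX-1 repression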
HGIII-sPLA2 inh: human group III sPLA2 inhibitors, primary screen, biochemical, QFRET, BODIPY PC-A2 liposome substrate. Group 3 secretory phospholipase A2 (Homo sapiens), Q9NZ20. QFRET BODIPY PC-A2 liposome hydrolysis, fluorescence. inhibition, % at 12.2 µM. hit rate 0.56% among 370,000;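 active means inhibition above mean plus 3 SD of compounds lying within the high and low control bounds, cut at about 19% in these data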;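 further: 0% = median of test compound wells and 100% = no enzyme DMSO wells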
Target sequence (Q9NZ20 whole entry, looked up): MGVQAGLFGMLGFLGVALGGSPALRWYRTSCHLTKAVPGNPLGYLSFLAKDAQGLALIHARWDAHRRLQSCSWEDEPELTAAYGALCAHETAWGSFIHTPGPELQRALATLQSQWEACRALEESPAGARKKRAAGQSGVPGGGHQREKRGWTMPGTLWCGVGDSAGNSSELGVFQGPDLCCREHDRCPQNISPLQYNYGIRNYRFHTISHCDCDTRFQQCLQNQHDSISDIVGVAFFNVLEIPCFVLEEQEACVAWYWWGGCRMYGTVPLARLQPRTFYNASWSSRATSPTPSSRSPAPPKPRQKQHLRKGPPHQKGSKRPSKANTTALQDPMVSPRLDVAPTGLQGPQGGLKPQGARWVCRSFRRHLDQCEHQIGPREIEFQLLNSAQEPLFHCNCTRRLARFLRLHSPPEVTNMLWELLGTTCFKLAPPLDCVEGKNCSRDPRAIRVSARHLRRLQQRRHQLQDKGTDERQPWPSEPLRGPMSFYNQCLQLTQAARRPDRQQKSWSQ
Rev-erbA mod: modulators of Rev-erb alpha DNA binding, primary screen, biochemical, FITC-DNA, fluorescence polarization, uHTS. Rev-erbα–FITC-DNA binding, 90 min. activity, % at 10 µM. hit rate 0.79% among 370,000. AID 1259318, 2017;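 active means activity above about 14%, limit read from the data; passing the limit was not always enough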;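 further: 0% = DMSO wells with 35 nM protein and 100% = DMSO wells with 750 nM protein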
Target sequence (P20393 whole entry, looked up): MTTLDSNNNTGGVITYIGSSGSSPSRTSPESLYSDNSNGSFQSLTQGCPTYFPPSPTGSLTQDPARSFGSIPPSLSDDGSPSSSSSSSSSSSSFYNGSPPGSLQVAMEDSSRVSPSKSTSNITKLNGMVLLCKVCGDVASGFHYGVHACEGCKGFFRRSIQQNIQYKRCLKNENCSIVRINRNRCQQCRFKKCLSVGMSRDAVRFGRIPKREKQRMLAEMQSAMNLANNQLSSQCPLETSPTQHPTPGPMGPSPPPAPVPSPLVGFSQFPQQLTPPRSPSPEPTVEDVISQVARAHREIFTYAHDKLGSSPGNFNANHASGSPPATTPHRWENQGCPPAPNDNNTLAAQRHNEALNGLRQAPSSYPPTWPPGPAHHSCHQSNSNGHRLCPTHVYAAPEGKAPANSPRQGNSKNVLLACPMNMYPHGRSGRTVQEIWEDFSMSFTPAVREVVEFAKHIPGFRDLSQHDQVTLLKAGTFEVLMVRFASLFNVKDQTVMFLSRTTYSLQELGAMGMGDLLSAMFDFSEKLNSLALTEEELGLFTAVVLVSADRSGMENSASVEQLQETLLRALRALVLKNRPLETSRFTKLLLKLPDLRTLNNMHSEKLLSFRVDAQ
PG9 binder: binders of HIV-1 gp120 antibody PG9, primary screen, biochemical, TR-FRET; inhibition, % at 6.7 µM; hit rate 0.43% among 360,000; AID 624416, 2012; TR-FRET gp120-PG9 antibody binding; in the data active means inhibition above about 8.5%
SMARCA2 activ: SMARCA2 (BRM) function activators, primary screen, cell-based, luminescence, high throughput. MG213 cells, MMTV-luciferase reporter, dexamethasone, overnight. activation, % at 9.1 µM. hit rate 1% among 370,000; in the data active means activation above about 7.8%;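 further: 0% = vehicle wells and 100% = reference activator wells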
ssDAF-12 act: S. stercoralis DAF-12 nuclear receptor activators, primary screen, cell-based, luminescence, HEK293, GRIP1 co-expression, lit1-tk-luc; HEK293 ssDAF-12/GRIP1 lit1-tk-luc reporter; % of 3 µM dafachronic acid response; activation, % at 6.8 µM; hit rate 1% among 370,000;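 active means activation above the mean over all tested compounds plus 3 SD, cut at about 0.9% in these data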;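 further: 0% = DMSO-only wells and 100% = 3 µM delta7-dafachronic acid wells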
DAX1 inh-2: DAX1 (NR0B1) inhibitors, primary screen, cell-based, HEK293, Gal4-DAX1, luciferase luminescence; hit rate 0.99% among 340,000; Nuclear receptor subfamily 0 group B member 1 (Homo sapiens), P51843; AID 504766, 2011; HEK293 Gal4-DAX1 luciferase reporter; inhibition, % at 6.75 µM;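 active means inhibition above the mean over all tested compounds plus 3 SD, cut at about 4.2% in these data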;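 further: 0% = DAX1-transfected cells with DMSO and 100% = empty-vector control cells with DMSO; inhibition shows as a rise in luminescence from relieved DAX1 repression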
* = called active by the depositor; i = inactive; . = no result given.

SMILES | FXN GAA850 act | PLCb3 inh | hgDAF-12 ag | hcDAF12 agonist | DAX1 inh-1 | HGIII-sPLA2 inh | Rev-erbA mod | PG9 binder | SMARCA2 activ | ssDAF-12 act | DAX1 inh-2
CCCCNc1c(-c2ccc(OC)c(Sc3ccc(OC)cc3)c2)nc2cnccn12 | 1.1 | i | -3.8 | -2.9 | -0.8 | -2 | 6 | 3.7 | 0 | -1.8 | -1.4
O=C(/C=C/c1ccccc1Cl)NC(=S)Nc1ccccc1C(=O)NC1CCCCC1 | -5.0 | 3 | 2.8 | 0.0 | 0.5 | 5 | 4 | 0.1 | -1 | 0.5 | -0.4
COc1ccc(-n2nc3c(c2NC(=O)C2CCCC2)CS(=O)(=O)C3)cc1 | 1.7 | -3 | -2.0 | -0.2 | 0.8 | 6 | -5 | 0.1 | -2 | -1.1 | 1.1
O=S(=O)(c1ccccc1C(F)(F)F)N1CCC(n2cnc3ccccc32)CC1 | 1.2 | 2 | -2.5 | -2.6 | -0.1 | -13 | -5 | 1.2 | -5 | -2.3 | -1.3
N#CC(C(=O)C1CCCCC1)c1nc2ccccc2[nH]1 (stereo not given) | 0.2 | 0 | 4.1 | -1.6 | 0.2 | 5 | 1 | 1.0 | -2 | -1.4 | -1.0
C[C@H]1CN([C@@H](C)CO)C(=O)CCCn2cc(nn2)CO[C@@H]1CN(C)C(=O)Nc1ccccc1 | 0.7 | 2 | -0.5 | 0.3 | -0.8 | 13 | 6 | -2.7 | -6 | -1.1 | 1.0
O=C(CP(=O)(c1ccccc1)c1ccccc1)Nc1nc2ccccc2s1 | -0.7 | -7 | -1.7 | -0.4 | -0.3 | -8 | 1 | -0.1 | -1 | -0.5 | 1.6
O=C(c1cccc(S(=O)(=O)N2CCc3ccccc32)c1)N1CCOCC1 | 0.9 | 1 | 1.9 | -0.8 | -0.2 | 4 | -8 | -0.7 | 1 | -1.0 | 0.1
O=C(N/N=C/c1cccnc1)c1cc(Br)ccc1O | 2.6 | -56 | 12* | 2.2 | 0.9 | 17 | 0 | -0.9 | 1 | -0.8 | 0.2
O=C(NCc1ccc(F)cc1)c1cnc2sccn2c1=O | -2.7 | -2 | 1.9 | -1.3 | -0.5 | 4 | -1 | 1.1 | 0 | -1.3 | -0.8
O=S(=O)(NCCc1cccs1)c1ccc(Br)cc1 | 1.8 | -9 | 1.5 | 0.3 | -0.4 | -15 | -2 | -1.0 | -2 | -0.6 | -0.4
CC1CCC2C(C1)Nc1c(C(=O)O)cccc1C2(C)C (stereo not given) | -1.7 | -333 | -1.3 | -1.4 | -0.2 | -4 | -3 | -0.9 | -2 | -0.7 | -0.3
O=C(Cc1ccc(-n2c(=O)c3ccccc3n(Cc3ccccc3F)c2=O)cc1)NCC1CCCO1 (stereo not given) | -1.4 | 0 | -1.2 | -2.6 | -0.2 | 0 | -5 | -1.0 | -3 | -1.6 | -2.9
Cc1cc(C2C(=O)C(C(=O)c3ccc(Cl)cc3)C(=O)CC2(C)C)on1 (stereo not given) | -0.8 | -4 | -0.1 | 0.3 | 0.1 | -4 | 2 | -2.9 | -1 | -0.7 | -0.1
Cc1nc2cc(NC(=O)COc3ccccc3C#N)ccc2n1-c1ccccc1 | 1.2 | -11 | -0.8 | -1.1 | -0.5 | -9 | -2 | 1.0 | 1 | -1.8 | -0.9
CCN(Cc1nc2ccccc2c(=O)[nH]1)C(=O)c1cccc(OCc2c(C)noc2C)c1 | -1.3 | -13 | -5.4 | -2.1 | -1.5 | 4 | 6 | -0.7 | -2 | -0.5 | -0.4
COc1ccc(C=C(C(C)=O)C(=O)c2ccccc2)cc1 | . | 5 | 3.7 | -1.1 | -1.6 | 2 | -1 | 0.6 | 0 | -1.2 | .
CC(C)CCCCCCNC(=S)Nc1ccc(S(=O)(=O)N2CCOCC2)cc1 | -2.8 | 3 | 1.6 | -1.0 | -1.5 | -19 | -1 | -1.6 | -2 | -1.4 | -3.0
Cc1cc(S(=O)(=O)Nc2c(C(=O)O)[nH]c3ccccc23)ccc1F | 4.0 | 0 | 1.1 | 2.0 | 0.3 | -32 | -4 | -0.4 | -2 | 1.1* | 0.2
O=C(Nc1cccc(Cl)c1)C1COc2ccccc2O1 (stereo not given) | 0.8 | -2 | 4.0 | 0.9 | 0.2 | 5 | 1 | 0.1 | -1 | -1.3 | -0.7
CC1(C)NC(=O)N(CCCCOc2cccc(C(F)(F)F)c2)C1=O | 0.9 | 0 | -2.5 | -1.2 | -1.4 | 0 | 2 | 0.2 | -5 | -1.8 | 1.0
CCOC(=O)C1CCN(C(=O)/C(C)=C\c2ccccc2)CC1 | 3.3 | -4 | -1.8 | 0.6 | -1.0 | 5 | -1 | 0.9 | -2 | -1.7 | 0.5
CCCCCCCCCOC1OC(CO)C(O)C(O)C1NC(C)=O (stereo not given) | -1.2 | 5 | 0.4 | -1.3 | -0.5 | -4 | 1 | 0.2 | 0 | -1.1 | 1.1
FC(F)(F)c1ccccc1NC(=S)N1CCCC1 | 0.1 | -5 | 6.1 | -0.5 | 0.8 | 2 | -2 | -1.8 | -2 | -0.7 | 3.9
O=C(Nc1ccc(F)cc1F)c1ccc2c(=O)n3c(nc2c1)CCC3 | 3.3 | -8 | 13* | 3.2 | 11* | -3 | 7 | 0.5 | 5 | -0.1 | 0.5
CCCCn1nnnc1C(c1ccccc1)N1CCN(c2ccccn2)CC1 (stereo not given) | . | 2 | -1.2 | -1.7 | -0.2 | -3 | 5 | -0.3 | -3 | -1.4 | .
COc1ccc(NC(=O)Nc2cccc3c2O[C@H](CN(C)S(C)(=O)=O)[C@@H](C)CN([C@H](C)CO)C3=O)cc1 | 0.5 | -1 | -2.0 | 0.3 | 0.1 | 7 | 1 | 0.5 | 0 | -0.7 | 2.1
COc1ccc(S(=O)(=O)NC(=O)C2(C)CCN2C(=O)CCC2CCCC2)cc1OC (stereo not given) | 0.2 | -4 | -0.3 | -0.2 | 0.0 | -4 | 1 | -2.1 | -2 | -1.1 | .
CCOC(=O)C1=CCN(S(=O)(=O)c2cccc(Cl)c2)C1c1cccc(Cl)c1 (stereo not given) | . | -2 | -1.5 | 0.1 | -1.1 | -5 | -6 | 1.1 | -3 | -1.2 | .
CCn1c(SC)nnc1C1CCN(S(=O)(=O)c2ccc(OC)cc2)CC1 | -2.0 | 3 | -2.0 | -1.4 | -0.4 | 2 | 5 | 1.0 | -3 | -0.9 | 1.0

Random excerpt: 2 entries already listed
SMILES | FXN GAA850 act | PLCb3 inh | hgDAF-12 ag | hcDAF12 agonist | DAX1 inh-1 | HGIII-sPLA2 inh | Rev-erbA mod | PG9 binder | SMARCA2 activ | ssDAF-12 act | DAX1 inh-2
CCCCn1nnnc1C(c1ccccc1)N1CCN(c2ccccn2)CC1 (stereo not given) | . | 2 | -1.2 | -1.7 | -0.2 | -3 | 5 | -0.3 | -3 | -1.4 | .
CCN(Cc1nc2ccccc2c(=O)[nH]1)C(=O)c1cccc(OCc2c(C)noc2C)c1 | -1.3 | -13 | -5.4 | -2.1 | -1.5 | 4 | 6 | -0.7 | -2 | -0.5 | -0.4

Shown as a hit in DAX1 inh-1 (from the list above):
SMILES	FXN GAA850 act	PLCb3 inh	hcDAF12 agonist	DAX1 inh-1	HGIII-sPLA2 inh	Rev-erbA mod	PG9 binder	SMARCA2 activ	ssDAF-12 act	DAX1 inh-2
O=C(Nc1ccc(F)cc1F)c1ccc2c(=O)n3c(nc2c1)CCC3	3.3	-8	3.2	11*	-3	7	0.5	5	-0.1	0.5

Further results follow.
SMILES | FXN GAA850 act | PLCb3 inh | hgDAF-12 ag | hcDAF12 agonist | DAX1 inh-1 | HGIII-sPLA2 inh | Rev-erbA mod | PG9 binder | SMARCA2 activ | ssDAF-12 act | DAX1 inh-2
COc1ccc(N2C(=O)CC(N3CCN(Cc4ccc5c(c4)OCO5)CC3)C2=O)cc1 (stereo not given) | -2.8 | -3 | 0.7 | -0.8 | 0.1 | 3 | 1 | 1.9 | -5 | -1.2 | 3.2
CC(C)(C)c1ccc(-n2ncc3c2CCCC3NC(=O)CCC2=NNC(=O)CC2)cc1 (stereo not given) | -2.0 | -1 | -6.6 | -3.5 | -2.9 | -2 | 3 | 1.0 | -4 | -1.9 | -1.8
CCOc1ccc2nc(COC(=O)c3cccs3)c(C(C)=O)[n+]([O-])c2c1 | 1.8 | -25 | -0.9 | -0.1 | 0.3 | -5 | 1 | -2.0 | -2 | -0.8 | 1.6
CCC(CC)c1nnc(NS(=O)(=O)Cc2ccccc2)s1 | -1.1 | -3 | -0.6 | -1.0 | 0.0 | -13 | 4 | 1.1 | 1 | -1.1 | 0.7
COc1ccc(C)c2sc(N(CCCN(C)C)C(=O)c3ccc(S(=O)(=O)N(C)C)cc3)nc12 | -1.1 | -1 | -1.1 | -1.1 | 0.7 | -22 | 4 | -3.2 | 0 | -1.0 | -0.3
COc1ccccc1CN1C[C@@H]2C[C@@H](c3[nH]c4ccc(C)cc4c3C)N3CCC[C@@]23C1=O | 1.5 | -56 | 4.7 | 0.0 | 1.0 | -13 | -2 | -0.4 | -2 | -0.7 | -0.9
O=C(Nc1nnc(Cc2ccccc2)s1)c1ccco1 | 5.2 | -4 | 6.9 | 1.5 | 2.1 | -4 | 0 | -0.6 | 7 | -1.2 | -0.1
O=C(CNc1cc(S(=O)(=O)N2CCOCC2)ccc1NCC1CCCO1)Nc1ccc(C(F)(F)F)cc1 (stereo not given) | 1.9 | -7 | -1.1 | -1.1 | -1.8 | -2 | 1 | -0.3 | -2 | -0.7 | -1.6
Cn1c(=O)c2cc(S(=O)(=O)N3CCN(CCO)CC3)ccc2n(C)c1=O | . | 0 | 3.8 | -0.1 | 1.4 | -2 | -5 | . | -2 | -1.1 | .
Cc1c(Cl)cccc1NC(=S)N1CCCN(Cc2ccccc2F)C1 | -2.5 | -5 | -0.4 | -1.0 | 0.1 | 2 | -3 | 0.4 | -2 | -0.6 | 0.6
C/C(=N\N1C(C)CCCC1C)c1ccccc1O (stereo not given) | -0.7 | 0 | 1.3 | 0.1 | -0.3 | 0 | -3 | -1.4 | 4 | -1.8 | 1.4
COc1ccc(-c2cc3cc(C(=O)O)ccn3c2C(=O)c2ccccc2)cc1 | 0.6 | -58 | -0.7 | -1.0 | -0.4 | -17 | -2 | -1.4 | -3 | -0.9 | 0.7
O=C(Nc1cccc(F)c1)c1ccco1 | 1.9 | 6 | 5.2 | 1.6 | -0.6 | 6 | -1 | 2.9 | 1 | -0.1 | -0.4
Cc1cc(SCC(=O)c2cccs2)n2nc(C)c(-c3ccc(Cl)cc3)c2n1 | 2.0 | 0 | -0.7 | 0.9 | -0.1 | 2 | 0 | -0.3 | 2 | -0.4 | -0.6
